Screens as filed in PubChem.
TAAR1 agonist – agonists of human TAAR1. Q96RJ0. CHO RD-HGA16 TAAR1, Fluo-8 calcium fluorescence; vehicle wells 0%, saturating PEA agonist 100%. activation, % at 3 µM. 0.99% of 360,000 active;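 active = activation above the mean activation of all test compounds in the run plus 3 SD, cut at about 38% in these data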
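Assay system – CHO-derived RD-HGA16 cells with stable Gα16 and human TAAR1 · Compound dosing – one-point dosing at 3 µM (nominal) · Incubation – 17-24 h seeding, 75 min 37 °C dye, 30 min RT · Measured by – kinetic Fluo-8 calcium fluorescence · Control set – DMSO vehicle as 0%, PEA at EC100 as 100% · Repeats – single well for each compound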
M1 PAM – human CHRM1 positive allosteric modulation; P11229; CHO-K1 hM1, Fluo-8 calcium fluorescence, ACh EC20; 0% = ACh EC20, 100% = maximal ACh; activation, % at 3 µM; 0.088% of 360,000 active; AID 588819; in the data active = activation above about 19%, passing the limit was not always enough
Target sequence (P11229 whole entry, looked up): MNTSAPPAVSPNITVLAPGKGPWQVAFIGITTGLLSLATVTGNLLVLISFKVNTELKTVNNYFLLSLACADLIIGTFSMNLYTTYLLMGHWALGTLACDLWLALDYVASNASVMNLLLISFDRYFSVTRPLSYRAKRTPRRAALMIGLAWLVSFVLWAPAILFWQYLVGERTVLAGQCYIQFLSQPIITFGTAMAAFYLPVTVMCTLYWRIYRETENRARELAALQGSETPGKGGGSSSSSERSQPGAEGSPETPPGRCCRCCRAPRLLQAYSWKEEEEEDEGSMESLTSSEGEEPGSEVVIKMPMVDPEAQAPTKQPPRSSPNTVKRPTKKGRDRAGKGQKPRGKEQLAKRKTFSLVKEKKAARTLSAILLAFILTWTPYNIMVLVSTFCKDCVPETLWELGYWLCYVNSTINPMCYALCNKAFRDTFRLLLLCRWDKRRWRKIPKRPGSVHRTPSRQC
M1 antag – antagonists of human M1 muscarinic receptor; P11229; CHO-K1 hM1, Fluo-8 calcium fluorescence, ACh EC80 antagonist; inhibition, % at 3 µM; 1.3% of 360,000 active; AID 588852;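 active = percent inhibition above its own plate's cutoff, namely the mean of that plate's compound wells plus 3 SD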;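 also: peak over basal fluorescence ratio during 140 s after agonist addition; 0% = ACh EC80 plus DMSO and 100% = DMSO alone without agonist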
TAAR1 antagonist – antagonists of human TAAR1; inhibition, % at 3 µM; CHO RD-HGA16 TAAR1, Fluo-8 calcium fluorescence, antagonist; Q96RJ0; 1.5% of 360,000 active;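 active = inhibition above a per-plate cutoff, the mean inhibition of test compounds on that plate plus 3 SD, cut at about 49% in these data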;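 also: 0% = DMSO plus EC80 beta-PEA response and 100% = DMSO alone without agonist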
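Test system – hTAAR1-expressing CHO RD-HGA16 cells, Gα16-coupled · Also added – β-PEA at EC80 concentration, post-compound challenge · Compound – 3 µM, single point · Incubation – dye loading 75 min at 37 °C, then 30 min room temperature · Measured by – Fluo-8 intracellular calcium dye fluorescence, real-time kinetic reads · Benchmarks – vehicle and agonist controls · Replicates – singlicate, one well per test compound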
OXTR potentiator – potentiators of human oxytocin receptor. CHO-OTR cells, Fluo-8 calcium fluorescence, potentiator mode; 0% = oxytocin EC15, 100% = EC100. activation, % at 3 µM. 0.061% of 320,000 active. AID 2445;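 active = activation above that plate's cutoff, the mean activation of tested compounds plus 3 SD, cut at about 6.6% in these data, passing the limit was not always enough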;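 also: 100% uses oxytocin at 75 nM as the full agonist control; some results filed as inactive read as strong as hits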
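Material: human OTR in CHO cells. Compound: 3.0 µM, one dose. Timing: compound 6 min at room temperature before oxytocin, 100 s read. Evaluation: % activation of max/min ratio relative to oxytocin controls. Replication: single well per compound, singlicate. Signal: Fluo-8 calcium dye fluorescence.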
CHO parental Ca – signal in parental CHO cells, OX1R antagonist counter-screen | parental CHO-K1, ATP-induced calcium, Fluo-8 fluorescence | inhibition, % at 5.6 µM | 0.63% of 330,000 active;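 active = inhibition above that plate's mean sample inhibition plus 3 SD, cut at about 26% in these data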;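 also: 0% = ATP-challenged DMSO wells and 100% = DMSO wells without ATP; some compounds past the cut are filed as inactive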
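Material: Parental CHO cells | Reagent: ATP | Compound dosing: Single nominal dose of 5.6 µM per compound | Detection: Intracellular calcium via Fluo-8 no-wash fluorescent dye | Read-out: % inhibition of ATP-induced calcium mobilization | Benchmarks: Low control ATP plus DMSO, high control DMSO only | Replicates: Singlicate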
OXTR ag – activates the human oxytocin receptor; P30559; CHO-OTR cells, Fluo-8 calcium fluorescence; normalized: DMSO 0%, oxytocin 100%; activation, % at 3 µM; 0.32% of 320,000 active; AID 2435;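 active = activation above the mean of all tested compounds plus 3 SD, cutoff set per screening run, cut at about 20% in these data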;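 also: peak over basal fluorescence ratio from a 100 s FLIPR kinetic read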
CHRM1 agonist – human M1 muscarinic receptor agonism | P11229 | CHO-K1 hM1, Fluo-8 calcium fluorescence, agonist mode; 0% DMSO, 100% acetylcholine EC100 | activation, % at 3 µM | 0.33% of 360,000 active | AID 588814;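 active = activation above the run's mean compound activation plus 3 SD, cut at about 16% in these data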;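 also: peak over basal fluorescence ratio within a 140 s kinetic read after compound addition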
V1R ag counter – activates human V1a receptor in oxytocin agonist counter-screen | activation, % at 3 µM | CHO-V1R cells, Fluo-8 calcium fluorescence, agonist mode; 0% DMSO, 100% 3 nM vasopressin | 0.25% of 320,000 active;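 active = activation above the mean activation of all tested compounds plus 3 SD, per screening run, cut at about 20% in these data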;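 also: signal is peak over basal fluorescence ratio across a 100 second FLIPR read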
Target sequence (P37288 whole entry, looked up): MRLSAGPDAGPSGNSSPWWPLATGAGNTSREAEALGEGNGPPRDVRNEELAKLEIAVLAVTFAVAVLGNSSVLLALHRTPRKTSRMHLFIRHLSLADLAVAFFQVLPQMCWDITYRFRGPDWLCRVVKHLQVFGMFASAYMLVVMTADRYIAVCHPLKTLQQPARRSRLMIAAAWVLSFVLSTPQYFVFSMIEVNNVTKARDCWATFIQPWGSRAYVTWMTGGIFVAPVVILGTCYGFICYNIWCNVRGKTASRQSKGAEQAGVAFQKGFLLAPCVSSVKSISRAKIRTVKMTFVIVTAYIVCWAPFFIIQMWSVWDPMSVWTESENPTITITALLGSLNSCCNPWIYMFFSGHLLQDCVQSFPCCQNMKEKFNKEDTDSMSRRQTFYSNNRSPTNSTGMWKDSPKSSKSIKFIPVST
Numbers without * were called inactive; x = no result given.

SMILES	TAAR1 agonist	M1 PAM	M1 antag	TAAR1 antagonist	OXTR potentiator	CHO parental Ca	OXTR ag	CHRM1 agonist	V1R ag counter
O=C(CSc1ccccc1)N1CCCC(N2CCN(c3cccc(Cl)c3)CC2)C1 (configuration not stated)	2	-1	-6	-29	-5	-28	-0.6	-5	-0.2
CCCNC(=O)C1(C)CCCN(C/C=C/c2ccccc2)C1 (configuration not stated)	1	3	-8	-7	x	x	x	-9	x
CC1CCN(C(=O)CCn2c(=O)oc3ccc(Cl)cc32)CC1	1	28*	-22	-17	x	x	x	2	x
Cc1nc2ncnn2c(N2CCN(S(=O)(=O)c3ccc(Br)cc3)CC2)c1C	6	12	-11	-21	-10	-10	0.8	-12	7.4
C=CCOC(=O)N1CCC2CC1c1cc(-c3cccc(C)c3)ccc12 (configuration not stated)	5	-5	3	-8	x	x	x	-5	x
Cc1cc2nc3c(nc2cc1C)C1(C(=O)O)CCC3(C)C1(C)C (configuration not stated)	4	2	-18	3	-10	-10	-0.5	-1	-0.7
CCc1ccc(C(=O)NNC(=O)OC)cc1	0	12	-17	-15	-3	5	0.4	-5	1.1
O=C(Nc1ccc(N2CCOCC2)cc1)c1csc(COCCO)n1	3	-9	4	-13	x	x	x	4	x
CC(=O)NCCc1nc2cc(NS(=O)(=O)c3ccc(Cl)cc3)ccc2n1C	0	-4	1	-14	-7	0	0.4	-4	1.0
CC(=O)NC(=S)Nc1ccc(S(=O)(=O)N2CCOCC2)cc1	1	-7	10	-13	-4	10	1.4	-10	0.2
CC12C(=O)N(Cc3ccccc3)C(=O)C1C1C=CC2C1 (configuration not stated)	12	11	-2	-9	-13	-14	-0.8	-1	0.3
COc1cccc(NC(=O)C2CCCN2C(=O)OCc2ccccc2)c1 (configuration not stated)	6	3	-15	0	-2	-27	-0.6	-5	-1.0
CC1Cc2nc(SCC(=O)N3CCOCC3)n(C)c(=O)c2S1 (configuration not stated)	0	11	-13	-14	-3	-5	0.3	-1	0.8
Cc1ccc(OCCC(=O)Nc2c(C)n(C)n(-c3ccccc3)c2=O)cc1	-2	1	2	-17	1	-1	-1.8	-4	0.0
COc1cccc(C(=O)NCC(c2cccs2)N2CCOCC2)c1 (configuration not stated)	-3	6	-9	100*	-5	-6	-0.6	-3	0.0
COc1ccc(S(=O)(=O)NCC2CCCN(Cc3ccccc3Cl)C2)cc1 (configuration not stated)	-1	-24	51*	-9	-8	-31	1.1	-6	3.1
O=[N+]([O-])c1cc(-c2csc(NCCc3nc4cc(Cl)c(Cl)cc4n3CCCO)n2)ccc1Cl	11	-6	18	40	-14	-16	0.5	-8	0.3
Cc1csc2ncc(C(=O)Nc3ccccc3F)c(=O)n12	0	6	-12	10	-8	-16	0.4	-3	0.3
Cc1cc(C(=O)Cn2cncn2)c(C)n1CCc1ccc(F)cc1	31	-4	7	3	-15	-9	0.6	-1	3.1
CC(=O)NC1=NN(C(C)=O)C(C)(c2ccc(Cl)s2)S1 (configuration not stated)	6	6	-2	-18	-6	-14	0.1	-4	0.4
O=C1CC(c2ccc(F)cc2)CC2=C1C=Nc1ccccc1N2 (configuration not stated)	5	-4	11	10	-4	-25	0.2	-5	2.6
CC(=O)/C(=N/Nc1ccccc1[N+](=O)[O-])N1CCCc2ccccc21	-2	-20	36	13	-4	-36	-2.8	-10	-0.5
CC(C)(C)NC(=O)NC(=O)CN1CCCCC1	1	12	-8	7	-4	-9	1.0	1	1.4
CCOc1ccc(NC(=S)NN2C(C)CCCC2C)cc1 (configuration not stated)	1	13	-8	-7	-4	-4	-0.4	-6	0.9
C[C@@H]1CCCCO[C@H](CN(C)S(=O)(=O)c2cn(C)cn2)[C@H](C)CN([C@@H](C)CO)C(=O)c2cc(NC(=O)c3ccccc3)ccc2O1	1	2	-12	-6	x	x	x	-2	x
Cc1ccc(O)c(NC(=O)c2noc3c2CCc2ccccc2-3)c1	4	0	-4	-14	-1	-15	1.7	-5	0.2
O=C(c1cccc(S(=O)(=O)NCc2ccccc2)c1)N1CCN(c2ccccc2)CC1	7	-6	5	16	-8	-25	6.2	-1	4.9
Cc1cc(OCc2nnc(SCC(=O)O)n2-c2ccccc2)ccc1Cl	5	2	1	-5	0	5	0.1	-2	0.2
CCOc1ccc(N(CC(=O)NC2CCCC2)C(=O)c2ccc(C)s2)cc1	5	12	-15	-32	-4	-12	-2.3	-3	-0.9
CCCCNC(=O)CSc1nc2ccsc2c(=O)n1C1CCN(C(=O)OCC)CC1	2	-5	7	-11	3	-16	-0.4	-5	-0.7
COc1ccccc1N=c1oc2c(OC)cccc2cc1C(=O)NCc1ccco1	x	-1	2	x	2	-12	0.7	-3	0.0
O=C(c1cccc(F)c1)N1CCN(Cc2ccco2)CC1	3	10	-12	-9	-8	-11	-0.6	-4	4.2
Cc1cc(Br)ccc1OCC(=O)N1CCCCCC1	6	3	-4	-5	-17	-8	-1.2	-4	-0.3
O=C(O)C1CCN(S(=O)(=O)c2cccc3cccnc23)CC1	-1	4	-6	-3	-6	-9	-0.5	-2	1.5
N=c1c2c(n(Cc3ccc(F)cc3)c3c1CCC3)CCC2	1	4	-8	-16	-4	-4	-0.1	-12	-0.1
CCOC(=O)c1c(NC(=O)CSc2nnc(-c3ccc(OC)cc3)o2)sc2c1CCC2	8	8	-7	-36	-12	-12	0.6	-4	0.1
CCN(CC)c1ccc(NC(=O)c2cc3c(OC)cccc3[nH]2)cc1	-4	-2	3	-13	-13	-25	-2.2	-4	-0.5
COC(CNC(=O)c1coc2nc3ccccc3nc12)OC	0	14	-21	-1	0	-2	1.4	-2	-0.3
O=C(CCNc1ccc(Cc2ccncc2)cc1)c1cccc([N+](=O)[O-])c1	2	-9	11	11	-3	1	5.3	-8	1.5
CN(C)c1nc(N/N=C/c2ccccc2O)nc(Nc2ccc(F)cc2)n1	0	2	-3	16	-4	-17	-1.1	-12	-0.3
COc1ccccc1N=C1NC(=O)/C(=C/c2ccc(N(C)C)cc2)S1	20	-2	10	44	-22	11	25*	22*	24*
CCOc1ccc(Cl)cc1-c1cc(C(=O)NC(C)C)[nH]n1	0	19	-21	-4	x	x	x	4	x
COC(=O)C1=NNC2C(=O)N(C3CCCCC3)C(=O)C12 (configuration not stated)	0	3	4	-6	-5	3	1.2	0	1.6
COc1cc(C2NC(=O)N(C)C3=C2C(=O)CCC3)cc(OC)c1OC (configuration not stated)	7	0	-9	9	-5	0	0.9	0	0.4
COc1ccc(OCC(O)CON2C(=O)c3ccccc3C2=O)cc1 (configuration not stated)	17	1	2	-3	-3	-6	1.2	2	-0.4
Nc1cc(N)nc(SCC(=O)NC2CCCCCCC2)n1	0	2	-5	-4	x	x	x	-2	x
CC(C)(C)NC(=O)C(=O)N/N=C/c1ccc(F)cc1	0	9	-8	13	-11	5	0.1	-5	-0.2
CC(=O)c1ccc(NC(=O)CCCN2C(=O)C(c3ccccc3)Oc3cccnc32)cc1 (configuration not stated)	0	-1	0	22	-5	-13	0.8	-8	4.3
CC(=Nc1ccccc1)C1=C(O)CC(C)(C)CC1=O	10	6	-2	3	-4	3	0.3	-6	-0.1
CCCc1cc(C(=O)Nc2ccc(C(=O)c3ccc(F)cc3)cc2)n(C)n1	x	-14	16	x	-15	-2	5.2	0	9.3
COc1ccc(Nc2oc(COc3ccc(Cl)cc3)nc2C#N)cc1	13	-9	-3	43	-17	-1	0.0	-4	0.5
COc1cccc(-c2c(C(=O)N/N=C(\C)c3cccnc3)nnn2-c2nonc2N)c1	7	14	-19	-8	-9	20	0.9	6	1.0
Cc1ccc(OCc2nnc(SCC(=O)Nc3cccc4ccccc34)n2-c2ccccc2)cc1	6	-2	5	19	-20	-22	1.2	-4	2.7
Cc1ccccc1Cn1ccc(NC(=O)c2cnn3cccnc23)n1	15	4	-7	-10	-9	-11	3.1	-7	2.8
COc1ccc(CNC(=O)C2CCN(S(=O)(=O)c3cccc4nonc34)CC2)cc1	3	7	-7	6	-15	-24	0.1	-3	0.8

In the list so far, these contain a Cl atom.
SMILES	TAAR1 agonist	M1 PAM	M1 antag	TAAR1 antagonist	OXTR potentiator	CHO parental Ca	OXTR ag	CHRM1 agonist	V1R ag counter
O=C(CSc1ccccc1)N1CCCC(N2CCN(c3cccc(Cl)c3)CC2)C1 (configuration not stated)	2	-1	-6	-29	-5	-28	-0.6	-5	-0.2
CC1CCN(C(=O)CCn2c(=O)oc3ccc(Cl)cc32)CC1	1	28*	-22	-17	x	x	x	2	x
CC(=O)NCCc1nc2cc(NS(=O)(=O)c3ccc(Cl)cc3)ccc2n1C	0	-4	1	-14	-7	0	0.4	-4	1.0
COc1ccc(S(=O)(=O)NCC2CCCN(Cc3ccccc3Cl)C2)cc1 (configuration not stated)	-1	-24	51*	-9	-8	-31	1.1	-6	3.1
O=[N+]([O-])c1cc(-c2csc(NCCc3nc4cc(Cl)c(Cl)cc4n3CCCO)n2)ccc1Cl	11	-6	18	40	-14	-16	0.5	-8	0.3
CC(=O)NC1=NN(C(C)=O)C(C)(c2ccc(Cl)s2)S1 (configuration not stated)	6	6	-2	-18	-6	-14	0.1	-4	0.4
Cc1cc(OCc2nnc(SCC(=O)O)n2-c2ccccc2)ccc1Cl	5	2	1	-5	0	5	0.1	-2	0.2
CCOc1ccc(Cl)cc1-c1cc(C(=O)NC(C)C)[nH]n1	0	19	-21	-4	x	x	x	4	x
COc1ccc(Nc2oc(COc3ccc(Cl)cc3)nc2C#N)cc1	13	-9	-3	43	-17	-1	0.0	-4	0.5

The order is random; overall some 3.7% were active at least once.
